# Siah-1 displacement = blockers of Siah-1 interaction with plectin peptide – biochemical, fluorescence polarization, rhodamine-plectin, uHTS, primary screen (AID 1817). Siah-1 / rhodamine-plectin peptide fluorescence polarization; higher % means a stronger effect. displacement, % at 20 µM, or IC50 in µM where a hit was titrated. hit rate 0.02% among 290,000;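 active means displacement of at least 50% at 20 µM, with a fluorescence ratio check between 0.3 and a set limit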;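 further: plate controls were Siah plus tracer with DMSO for no effect and tracer alone without Siah for full effect; strong numbers were not always called active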
# AID2073 = disruptors of CaV2.2 binding to Mint1 – biochemical, HTRF (AID 2073); hit rate 0.19% among 290,000; one-dose inhibition, % at 20 µM; IC50 in µM for titrated hits; HTRF protein-protein interaction, Mint1-CaV2.2; higher % means a stronger effect; in the data active means inhibition mostly above about 51%, no sharp cut-off; inconclusive means no clear call, values can overlap the other calls; inactive means mostly below about 53%; further: some results filed as inactive read as strong as hits
# XIAP antagonists = small molecules displacing peptide from XIAP – biochemical, IAP family, fluorescence polarization (AID 1018); XIAP BIR domain, fluorescence polarization peptide displacement; higher % means a stronger effect; one-dose displacement, % at 20 µM; IC50 in µM for titrated hits; hit rate 0.007% among 200,000; in the data active means displacement above about 50%; further: a part of the inactive calls stands beside numbers as strong as those of hits
# PMI inhibition = MPI inhibition at elevated mannose 6-phosphate – biochemical, fluorescence intensity, high mannose 6-phosphate, primary screen (AID 1220); recombinant PMI enzyme, coupled fluorescence intensity; higher % means a stronger effect; inhibition, % at 20 µM, or IC50 in µM where a hit was titrated; hit rate 0.66% among 190,000
# P. falciparum M17LAP = P. falciparum M17LAP inhibitors, primary screen, biochemical, fluorogenic H-Leu-NHMec substrate, 1536-well (AID 1619) | inhibition, % at 30 µM; hits with a dose series show IC50 in µM | hit rate 0.38% among 220,000 | recombinant M17LAP, H-Leu-NHMec fluorogenic kinetic assay; higher % means a stronger effect;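 active means compound inhibiting the enzyme by more than half at any dose during confirmatory dose-response retesting; inconclusive means strong single-dose inhibitors picked by rank but not retested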;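 further: plate controls were full reaction with DMSO carrier for no effect and no enzyme background for full effect; strong numbers were not always called active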
# M1AAP inhibition = malaria alanyl aminopeptidase activity blockers – biochemical, fluorogenic H-Leu-NHMec substrate, 1536-well (AID 1445); inhibition, % at 30 µM, or IC50 in µM where a hit was titrated; hit rate 0.42% among 220,000; recombinant M1AAP, H-Leu-NHMec fluorogenic kinetic assay; higher % means a stronger effect;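 active means primary inhibition above the hit cutoff, then over 50% inhibition at one or more dose response concentrations, cut at about 23% in these data, passing the limit was not always enough; inconclusive means conflicting primary data, or primary hits not chosen for dose response; inactive means low primary inhibition, or under 50% at every dose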;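 further: plate controls were DMSO full reaction for no effect and no enzyme background for full effect; strong numbers were not always called active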
# Dynein transport = dynein cargo transport inhibition. 3617.4 mouse cells, GR-EGFP nuclear translocation imaging; test concentration mostly 20 µM; stimulated with dexamethasone, 1 µM; stronger effect = lower value. z-score, hits read low. hit rate 0.47% among 220,000;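 active means plate z-score of nuclear minus cytoplasmic receptor signal below a set negative limit, without overly bright fluorescence or cell loss, cut at about -3.5 in these data, passing the limit was not always enough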;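 further: z-score of nuclear minus cytoplasmic ring GR-EGFP intensity difference per well; some compounds called inactive have numbers as strong as hits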
#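 Buffer or medium: tet-free, stripped-serum medium; Also added: dexamethasone, 1.0 µM final; Technique: high-content fluorescence imaging after fixation; Times: 48 h induction, 1 h compound, 30 min dex at 37 °C; Read-out: per-cell GR-EGFP intensity, nucleus versus surrounding cytoplasmic ring, well-averaged.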
# human PMI inhibition = inhibitors of human PMI, primary screen, biochemical, fluorescence intensity, coupled assay (AID 1209) | purified PMI enzyme, coupled fluorescence intensity; higher % means a stronger effect | hit rate 0.42% among 190,000 | one-dose inhibition, % at 20 µM; IC50 in µM for titrated hits;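 further: plate controls were DMSO vehicle for no effect and wells lacking substrate for full effect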
# LYP inhibition = inhibitors of LYP phosphatase, biochemical, fluorescence intensity, uHTS (AID 1779); recombinant LYP phosphatase, fluorescence intensity; higher % means a stronger effect; inhibition, % at 11.5 µM, or IC50 in µM where a hit was titrated; hit rate 0.054% among 290,000;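 further: plate controls were vehicle with enzyme for no effect and no enzyme for full effect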
# Dynein transport cytoplasmic EGFP = second read-out of Dynein transport, no call of its own (marks repeat the call); z-score; measured here: cytoplasmic GR-EGFP intensity; stronger effect = higher value
# Dynein transport nuclear GR-EGFP = further read-out of Dynein transport, marked with its call; z-score; measured here: nuclear GR-EGFP intensity;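 lower value marks the stronger effect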
# Dynein transport cell count = recorded beside Dynein transport, whose call it bears; z-score; measured here: cell count per field
# The depositor's hits bear a star; ? = inconclusive; . = no result given. Unless noted, no stated cut-off is given here; in the data, active means inhibition above about 50%; inactive means the rest.
SMILES,Siah-1 displacement,AID2073,XIAP antagonists,PMI inhibition,P. falciparum M17LAP,M1AAP inhibition,Dynein transport,Dynein transport cytoplasmic EGFP,Dynein transport nuclear GR-EGFP,Dynein transport cell count,human PMI inhibition,LYP inhibition
CN(C)S(=O)(=O)c1ccc(NC(=O)COc2ncnc3sccc23)cc1,3%,45%,-4.6%,1%,8%,-2%,-0.19,-0.25,0.41,-0.49,-3%,1%
COc1ccccc1NCC(=O)n1nc(C)cc1C,-1%,13%,-10%,6%,-2%,8%,0.52,-0.34,0.1,1.1,6%,-8%
CC(C)C[C@H](NC(=O)c1nc[nH]c1C(=O)N(C)Cc1ccccc1)C(=O)OC(C)(C)C,-11%,24%,-5.0%,14%,1%,-4%,0.14,-0.22,0.39,-0.86,13%,12%
COCCN1CCN(c2c3c(nc4cc(-c5cccc(F)c5)nn24)CCC3)CC1,8%,16%,-10%,-1%,2%,8%,0.87,-0.22,0.42,1.2,3%,1%
COc1ccc(N(C(=O)Cn2cnc3ccccc32)C(C(=O)NC2CCCCC2)c2ccccc2)cc1 (stereo unspecified),5%,2%,-2.5%,12%,10%,-3%,1.8,0.18,0.94,-3.7,8%,-3%
COc1ccc(-c2nn(-c3ccccc3)cc2/C=N/N2C(=O)CSC2=S)cc1,-5%,-52%,-5.5%,8%,6%,11%,-0.65,-0.23,-0.52,0.46,13%,1%
CC1CCCCN1S(=O)(=O)c1cccc(S(=O)(=O)N2CCOCC2)c1 (stereo unspecified),-1%,5%,.,.,8%,2%,1.3,-0.22,1.1,-1.3,.,4%
CC(=O)c1c(C)nc(-c2ccc3c(c2)OCO3)n1O,-2%,21%,-4.4%,24%,27%,10%,-0.75,-0.035,0.011,0.35,21%,1%
COCC(=O)Nc1ccc(C(N)=O)cc1,1%,0%,-2.7%,-2%,-2%,1%,-0.54,1.8,0.36,0.99,-7%,-11%
COc1ccc(O[C@H]2C=C[C@@H](c3ccccc3)O[C@@H]2COC(=O)CC/C(C)=N/O[C@@H](C)c2cn([C@H](CO)Cc3ccccc3)nn2)cc1,0%,12%,-8.4%,21%,-4%,3%,0.47,-0.3,0.54,0.47,13%,8%
COc1ccc(OC)c(-c2csc(NC(=O)c3ccc4c(c3)OCO4)n2)c1,8%,23%,-1.1%,2%,-2%,0%,-0.3,-0.3,0.13,-0.039,-1%,3%
NS(=O)(=O)c1ccc(CCNC(=O)C2CCC(Cn3c(=S)[nH]c4ccccc4c3=O)CC2)cc1 (stereo unspecified),-4%,-15%,-4.4%,0%,12%,17%,0.52,-0.014,0.37,-0.33,-4%,0%
COc1ccc(OCCSc2nc3nc(C)cc(C)n3n2)cc1,-2%,3%,-7.4%,-6%,0%,-1%,1,-0.33,1,-0.77,-13%,0%
CCOc1ccc(NC(=O)C2CCC(CNc3c(N4CCCCC4)c(=O)c3=O)CC2)cc1 (stereo unspecified),-4%,6%,.,.,5%,0%,-0.23,1.9,0.76,0.25,.,0%
Cc1cc(C)n(-c2nc(C)nc(N)n2)n1,2%,25%,-2.2%,1%,10%,9%,0.063,-0.03,0.33,0.61,1%,-2%
Cc1ccc(Cn2cnc3ccccc32)cc1,2%,-9%,-6.1%,3%,0%,8%,-0.73,-0.38,-0.37,0.77,7%,-2%
O=C(Cn1cnc2ccccc2c1=O)NNC(=O)c1ccccc1,-4%,5%,.,.,-4%,1%,-0.73,-0.29,0.21,0.77,.,-6%
CN1C(=O)C2C(c3ccc(N(C)C)cc3)=NN(Cc3ccccc3)C2C1=O (stereo unspecified),-9%,-2%,-4.0%,4%,9%,8%,-0.42,-0.12,-0.13,-0.048,-5%,0%
CCC(C)C(=O)Nc1ccc(OC)cc1[N+](=O)[O-] (stereo unspecified),9%,20%,6.0%,3%,11%,2%,0.6,-0.24,-0.14,0.17,15%,-4%
CCC(C)NS(=O)(=O)c1ccc(OCC(=O)NCC2CCCO2)cc1 (stereo unspecified),3%,0%,-4.3%,7%,-2%,3%,-0.2,-0.3,-0.96,0.4,9%,-7%
COc1ccccc1NCCC(=O)O,6%,18%,.,.,-15%,1%,-0.97,-0.29,-0.094,0.35,.,-6%
CC(C)CSc1n[nH]c(=S)s1,3%,38%,-5.8%,-41%,8%,6%,0.25,-0.25,-0.13,1.2,19%,-4%
O=C(NC1CCCCC1)N(CCN1CCCC1)Cc1cc2cc3c(cc2[nH]c1=O)OCCO3,5%,8%,-1.8%,12%,-29%,12%,0.004,-0.41,-0.097,-0.67,16%,0%
CC(=O)N1CCN(c2ccc(NCc3ccc(C)s3)cc2)CC1,1%,-2%,-4.7%,20%,-19%,7%,0.031,-0.19,0.24,0.12,4%,-6%
COc1ccc(-n2nnc3c(=O)n(C/C=C/c4ccccc4)cnc32)cc1,3%,9%,3.9%,-2%,-5%,8%,0.36,-0.04,0.23,0.35,0%,5%

# New compounds follow:
SMILES,Siah-1 displacement,AID2073,XIAP antagonists,PMI inhibition,P. falciparum M17LAP,M1AAP inhibition,Dynein transport,Dynein transport cytoplasmic EGFP,Dynein transport nuclear GR-EGFP,Dynein transport cell count,human PMI inhibition,LYP inhibition
COc1ccc(CNC(=O)C(OC(C)=O)c2ccccn2)cc1 (stereo unspecified),2%,0%,0.5%,7%,6%,3%,0.34,-0.19,0.62,-0.5,7%,-6%
O=C(CCN1CCCCC1)Nc1ccc(Br)cc1,2%,9%,-8.6%,-6%,-6%,4%,1.5,-0.028,1.9,-1.9,-6%,-10%
Cc1nnc(C)c2c(C)n(Cc3ccc4c(c3)OCO4)c(C)c12,4%,2%,-2.0%,17%,-7%,22%,0.42,-0.24,0.59,0.93,15%,-1%
COc1ccc(NC(=O)c2ccc3c(c2)OCO3)cc1[N+](=O)[O-],-1%,-1%,-3.5%,6%,-9%,2%,1.5,-0.21,0.15,-0.85,8%,-4%
Cc1ccc(C)c(NC(=O)C(OC(=O)c2ccc(C)s2)c2ccccc2)c1 (stereo unspecified),-1%,13%,1.8%,11%,-1%,1%,0.24,0.084,0.33,-1.9,17%,6%
Cc1nc(NCc2ccco2)c2c(C)c(C)sc2n1,7%,25%,-8.6%,-7%,4%,10%,0.48,0.099,0.61,0.059,-1%,-8%
CCOCCCNc1nc2c(C)cccn2c(=O)c1/C=C1\SC(=S)N(CC(C)C)C1=O,-1%,30%,10%,-9%,-2%,-1%,-1.8,2.5,-0.59,0.86,-10%,-9%
COc1ccc(/C=N/NC(=O)c2cccc(NC(C)=O)c2)c(C(=O)O)c1OC,7%,6%,-8.6%,-6%,33%,4%,-1,-0.39,-0.15,0.64,-14%,7%
C=CCn1nnc2sc3c(c2c1=O)CCC(C)C3 (stereo unspecified),-5%,-7%,0.4%,-5%,0%,-1%,-0.71,-0.26,-0.091,0.25,-3%,-4%
O=C(Oc1ccc(Cl)c2cccnc12)N1CCCCC1,-1%,14%,-2.3%,-7%,7%,0%,-0.6,-0.14,0.034,0.046,-10%,-5%
CCN(C(=O)CN1CCN(c2ccccc2F)CC1)c1c(N)n(Cc2ccccc2)c(=O)[nH]c1=O,-6%,-2%,-1.7%,-8%,4%,5%,0.13,-0.37,0.015,0.01,-5%,-4%
CC(C)C(c1nnnn1Cc1ccc(F)cc1)N1CCN(Cc2ccc3c(c2)OCO3)CC1 (stereo unspecified),6%,-2%,-1.4%,11%,3%,2%,-0.79,-0.34,-0.12,-0.15,7%,-6%
O=C(/C=C/c1cccs1)NCc1cccnc1,-1%,-10%,-11%,-4%,6%,0%,0.18,-0.27,0.2,-0.26,-4%,-1%
Clc1ccc(-c2nnnn2-c2ccc(Cl)c(Cl)c2)cc1Cl,0%,7%,-0.7%,10%,-3%,7%,0.14,0.54,0.22,0.75,17%,4%
COc1cc(-c2noc(CCCC(=O)Nc3ccc(C(N)=O)cc3)n2)cc(OC)c1OC,0%,?,.,.,7%,5%,0.69,-0.13,0.36,-2,.,-1%
Cc1ccc(-n2c(C)cc(C(=O)OCC(=O)N(C)C3CCS(=O)(=O)C3)c2C)cc1 (stereo unspecified),-2%,2%,-7.9%,15%,27%,-1%,-1.1,-0.17,-0.083,0.27,17%,8%
Cc1ccc(S(=O)(=O)N2CCOCC(=O)NCCOCCNC(=O)COCC2)cc1,2%,0%,-14%,2%,1%,14%,0.0011,-0.16,0.3,0.78,-8%,0%
Cc1ccc(OCCNC(=O)C(=O)NCc2ccco2)cc1,1%,-6%,1.8%,0%,-6%,-3%,1.5,-0.23,0.31,0.25,-2%,-10%
O=C(COC(=O)c1ccc[nH]c1=O)NC1CCCCC1,-5%,2%,.,.,-8%,-2%,-0.49,-0.27,-0.34,1.2,.,-4%
O=C(COc1ccc(S(=O)(=O)N2CCc3ccccc32)cc1Cl)NCc1ccccn1,3%,-9%,-18%,-7%,7%,0%,0.8,0.00074,0.6,0.57,13%,-10%
O=C(NCCN1C(=O)C2C3C=CC(C3)C2C1=O)Nc1ccccc1O (stereo unspecified),2%,1%,-2.0%,13%,13%,2%,1.3,-0.21,1.1,0.037,5%,-10%
Cc1ccc(C(=O)Nc2nncs2)cc1S(=O)(=O)N1CCOCC1,-1%,5%,-2.7%,1%,7%,5%,0.78,-0.23,0.54,-0.045,16%,-9%
Cc1ccc2c(CSc3nnc(C4CC4)n3N)cc(=O)oc2c1C,4%,6%,-4.3%,-8%,5%,6%,-0.4,-0.24,0.03,0.18,-8%,1%
CCOC(=O)Cc1csc(NC(=O)c2ccc(S(=O)(=O)N3CCCC3)cc2)n1,1%,-2%,1.9%,2%,1%,5%,-0.57,-0.19,-0.4,0.24,-5%,3%
O=C(COC(=O)c1cc(=O)[nH]c2ccccc12)NC(=O)NC1CCCCC1,0%,4%,-5.7%,0%,4%,4%,0.33,-0.21,0.23,-0.55,-15%,-1%
O=C(Nc1ccc([N+](=O)[O-])cc1)c1cc2ccccc2nc1Cl,-4%,-1%,.,.,7%,1%,-0.56,-0.25,-0.44,-1.3,.,-6%

# 3 compounds from above, ordered by their value in LYP inhibition, largest number first:
SMILES	LYP inhibition
Clc1ccc(-c2nnnn2-c2ccc(Cl)c(Cl)c2)cc1Cl	4%
Cc1nc(NCc2ccco2)c2c(C)c(C)sc2n1	-8%
O=C(COc1ccc(S(=O)(=O)N2CCc3ccccc32)cc1Cl)NCc1ccccn1	-10%

# Screening data deposited in PubChem BioAssay by several laboratories.
